# Bioassay records from PubChem.
# NR1D1 modulator = modulators of Rev-erb alpha DNA binding, primary screen, biochemical, FITC-DNA, fluorescence polarization, uHTS; Rev-erbα–FITC-DNA binding, 90 min; AID 1259318, 2017; Nuclear receptor subfamily 1 group D member 1 (Homo sapiens), P20393; hit rate 0.79% among 370,000; activity, % at 10 µM;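 active means activity above about 14%, limit read from the data; passing the limit was not always enough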;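 further: 0% = DMSO wells with 35 nM protein and 100% = DMSO wells with 750 nM protein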
# sPLA2-III inh = human group III sPLA2 inhibitors, primary screen, biochemical, QFRET, BODIPY PC-A2 liposome substrate; Group 3 secretory phospholipase A2 (Homo sapiens), Q9NZ20; QFRET BODIPY PC-A2 liposome hydrolysis, fluorescence; inhibition, % at 12.2 µM; hit rate 0.56% among 370,000; AID 743126, 2013;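 active means inhibition above mean plus 3 SD of compounds lying within the high and low control bounds, cut at about 19% in these data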;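 further: 0% = median of test compound wells and 100% = no enzyme DMSO wells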
# DAX1 inh-1 = DAX1 (NR0B1) inhibitors on StAR promoter, primary screen, cell-based, luminescence, SF-1 (NR5A1), full-length DAX-1; inhibition, % at 6.8 µM; hit rate 1.1% among 370,000; AID 652010, 2013; HEK293T StAR-luciferase reporter, SF-1/DAX-1 repression relief;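 active means inhibition above the mean over all tested compounds plus 3 SD, cut at about 3.6% in these data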;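 further: 0% = DAX-1 cells with DMSO and 100% = cells lacking DAX-1 with DMSO; higher inhibition means more luminescence from relief of DAX-1 repression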
# ssDAF12 agonist = S. stercoralis DAF-12 nuclear receptor activators, primary screen, cell-based, luminescence, HEK293, GRIP1 co-expression, lit1-tk-luc; HEK293 ssDAF-12/GRIP1 lit1-tk-luc reporter; % of 3 µM dafachronic acid response; activation, % at 6.8 µM; hit rate 1% among 370,000;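 active means activation above the mean over all tested compounds plus 3 SD, cut at about 0.9% in these data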;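 further: 0% = DMSO-only wells and 100% = 3 µM delta7-dafachronic acid wells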
# SMARCA2 activ = SMARCA2 (BRM) function activators, primary screen, cell-based, luminescence, high throughput. MG213 cells, MMTV-luciferase reporter, dexamethasone, overnight. activation, % at 9.1 µM. hit rate 1% among 370,000; in the data active means activation above about 7.8%;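 further: 0% = vehicle wells and 100% = reference activator wells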
# hcDAF-12 act = H. contortus DAF-12 nuclear receptor activators, primary screen, cell-based, luminescence, HEK293, lit1-tk-luc reporter. HEK293 hcDAF-12 lit1-tk-luc reporter; 0% DMSO, 100% Δ7-dafachronic acid. activation, % at 6.8 µM. hit rate 1.4% among 370,000. AID 652067, 2013;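 active means activation above the mean of all tested compounds plus 3 SD, cut at about 5.5% in these data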;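 further: 100% = response to 3 µM Δ7-dafachronic acid high control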
# DAX1 inh-2 = DAX1 (NR0B1) inhibitors, primary screen, cell-based, HEK293, Gal4-DAX1, luciferase luminescence; HEK293 Gal4-DAX1 luciferase reporter; inhibition, % at 6.75 µM; hit rate 0.99% among 340,000; AID 504766, 2011;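 active means inhibition above the mean over all tested compounds plus 3 SD, cut at about 4.2% in these data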;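 further: 0% = DAX1-transfected cells with DMSO and 100% = empty-vector control cells with DMSO; inhibition shows as a rise in luminescence from relieved DAX1 repression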
# PLC-beta3 inh = human PLC-beta3 inhibitors, primary screen, biochemical, fluorescence. 1-phosphatidylinositol 4,5-bisphosphate phosphodiesterase beta-3 (Homo sapiens), Q01970. Purified PLC-beta3, fluorogenic substrate. inhibition, % at 12.2 µM. hit rate 0.18% among 370,000. AID 720704, 2013; in the data active means inhibition above about 11%;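 further: 0% = median of compound wells on plate and 100% = full blocker control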
# Target sequence (Q01970 whole entry, looked up): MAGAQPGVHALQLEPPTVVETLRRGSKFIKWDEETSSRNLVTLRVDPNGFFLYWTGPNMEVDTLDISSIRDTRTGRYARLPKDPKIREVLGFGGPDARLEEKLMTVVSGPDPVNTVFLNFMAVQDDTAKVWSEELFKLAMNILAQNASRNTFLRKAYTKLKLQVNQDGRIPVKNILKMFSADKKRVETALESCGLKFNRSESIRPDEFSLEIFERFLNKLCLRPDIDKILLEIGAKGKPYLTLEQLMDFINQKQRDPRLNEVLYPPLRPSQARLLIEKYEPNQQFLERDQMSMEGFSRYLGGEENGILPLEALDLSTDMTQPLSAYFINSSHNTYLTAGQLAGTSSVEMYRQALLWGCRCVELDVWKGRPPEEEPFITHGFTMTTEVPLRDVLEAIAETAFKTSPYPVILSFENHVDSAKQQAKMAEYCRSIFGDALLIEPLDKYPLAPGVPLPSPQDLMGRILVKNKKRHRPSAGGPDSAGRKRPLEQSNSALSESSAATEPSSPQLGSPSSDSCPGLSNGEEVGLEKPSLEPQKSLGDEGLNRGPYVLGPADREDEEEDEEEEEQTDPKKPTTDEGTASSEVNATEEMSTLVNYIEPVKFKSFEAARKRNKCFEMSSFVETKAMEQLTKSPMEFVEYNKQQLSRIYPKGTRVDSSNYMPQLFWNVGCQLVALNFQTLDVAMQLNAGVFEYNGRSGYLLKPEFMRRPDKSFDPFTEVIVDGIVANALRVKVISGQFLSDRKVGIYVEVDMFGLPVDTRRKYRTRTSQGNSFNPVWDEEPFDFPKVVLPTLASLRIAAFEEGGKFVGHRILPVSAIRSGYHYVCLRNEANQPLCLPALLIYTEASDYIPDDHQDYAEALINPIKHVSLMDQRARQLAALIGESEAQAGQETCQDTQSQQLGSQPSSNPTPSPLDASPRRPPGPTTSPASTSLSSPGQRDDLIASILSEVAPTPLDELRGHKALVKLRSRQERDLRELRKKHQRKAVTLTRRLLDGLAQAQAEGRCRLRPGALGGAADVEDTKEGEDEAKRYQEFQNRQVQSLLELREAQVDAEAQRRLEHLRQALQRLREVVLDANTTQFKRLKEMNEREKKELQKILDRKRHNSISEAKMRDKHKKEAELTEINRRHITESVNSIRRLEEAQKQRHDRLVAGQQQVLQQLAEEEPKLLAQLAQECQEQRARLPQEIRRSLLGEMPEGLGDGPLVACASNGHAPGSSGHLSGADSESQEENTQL
# hgDAF12 agonist = H. glycines DAF-12 receptor agonists, primary screen, cell-based, luminescence, HEK293, GAL4 fusion, UAS-luciferase; activation, % at 6.8 µM; AID 687014, 2013; HEK293 GAL4-hgDAF12 UAS-luciferase reporter, agonist luminescence; normalized to butyrate control; hit rate 1.8% among 370,000;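 active means activation above a cutoff set at the mean of all screened compounds plus 3 SD, cut at about 10% in these data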;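 further: 0% = DMSO wells and 100% = sodium butyrate wells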
# FXN GAA850 act = FXN promoter activators, primary screen, cell-based, luciferase luminescence, HEK293 lucGAA850. HEK293 lucGAA850 FXN promoter luciferase reporter, 24 h; percent of 10 µM SAHA response. activation, % at 6 µM. hit rate 0.56% among 360,000. AID 540364, 2011;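 active means activation above the average of all compounds screened plus 3 SD, cutoff fixed separately per campaign, cut at about 7.5% in these data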;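 further: 0% = DMSO wells and 100% = 10 µM SAHA wells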
# PG9 binder = binders of HIV-1 gp120 antibody PG9, primary screen, biochemical, TR-FRET; inhibition, % at 6.7 µM; TR-FRET gp120-PG9 antibody binding; hit rate 0.43% among 360,000; AID 624416, 2012; HIV-1 gp120 / PG9 antibody interaction; in the data active means inhibition above about 8.5%
# Numbers without * were called inactive; nt = not tested or not shown.
# The opening 2 entries (preview)
SMILES,NR1D1 modulator,sPLA2-III inh,DAX1 inh-1,ssDAF12 agonist,SMARCA2 activ,hcDAF-12 act,DAX1 inh-2,PLC-beta3 inh,hgDAF12 agonist,FXN GAA850 act,PG9 binder
O=C1CC(N2CCN(c3nc4ccccc4s3)CC2)C(=O)N1c1ccc(F)cc1 (stereo unspecified),10,-15,-0.8,-0.9,0,-0.2,-1.1,3,-0.1,-2.2,-1.6
COCCNC(=O)CN(C(=O)CCC(=O)Nc1ccccn1)c1ccc(F)cc1,-1,0,0.6,-0.5,1,0.2,-0.3,-1,2.0,0.1,-3.4

# Main list (from the top)
SMILES,NR1D1 modulator,sPLA2-III inh,DAX1 inh-1,ssDAF12 agonist,SMARCA2 activ,hcDAF-12 act,DAX1 inh-2,PLC-beta3 inh,hgDAF12 agonist,FXN GAA850 act,PG9 binder
O=C1CC(N2CCN(c3nc4ccccc4s3)CC2)C(=O)N1c1ccc(F)cc1 (stereo unspecified),10,-15,-0.8,-0.9,0,-0.2,-1.1,3,-0.1,-2.2,-1.6
COCCNC(=O)CN(C(=O)CCC(=O)Nc1ccccn1)c1ccc(F)cc1,-1,0,0.6,-0.5,1,0.2,-0.3,-1,2.0,0.1,-3.4
CCOC(=O)C1CCCN(C(=O)c2cc(-c3ccncc3)nc3ccccc23)C1 (stereo unspecified),5,0,0.3,0.3,-1,1.0,-2.3,-7,-1.7,0.7,-0.1
CCC[C@@H](CN1CCC[C@H]1CN1C(N)=NC[C@H]1C(C)C)N1C[C@@H](Cc2ccccc2)N(CCCC2CCCC2)C1=N,4,13,-0.9,-1.3,-4,-0.3,0.6,5,0.5,1.0,0.1
O=C(CNC(=O)c1ccc(Cl)cc1)OCN1C(=O)c2ccccc2C1=O,-6,0,0.1,-1.2,2,-0.1,-0.7,9,2.1,1.0,-1.3
COc1ccc(OC(=O)C2CC(=O)N(c3ccc(C)cc3)C2)cc1 (stereo unspecified),-9,-8,-0.1,-1.7,0,1.6,-0.4,-4,2.1,0.2,-0.5
CCNC(=O)COC(=O)c1ccc(-c2nc3ccccc3s2)s1,6,5,1.6,-0.1,5,1.4,-0.1,-12,3.2,2.2,-0.3
O=C(Cn1ncc(Cl)c(Cl)c1=O)N1CCN(S(=O)(=O)c2ccc3ccccc3c2)CC1,2,-14,-0.7,-2.0,-13,-2.6,-0.2,1,-6.5,9.7*,-1.6
Cc1ccc(NC(=O)c2c(-c3ccccc3)noc2C)nc1,-2,2,-1.6,-1.7,0,-0.4,1.7,1,2.0,-0.7,-0.3
Cc1ccc(S(=O)(=O)CC2CSc3nnc(C)c(=O)n32)cc1 (stereo unspecified),-2,9,-0.4,-1.4,1,-0.1,-0.2,8,-1.8,-1.2,-0.6
CCCN(CC1CC1)C(=S)NC(=O)c1ccccc1Br,-4,18,0.2,-1.3,-2,-0.2,0.5,-4,-2.9,-1.2,0.7
O=C(c1ccc(Cl)nc1)N1CCc2ccccc2C1,-2,-3,-0.1,-0.9,-1,-0.9,-0.3,-2,-0.5,0.1,0.4
O=C(CN1C(=O)CCSc2ccccc21)Nc1ccc2c(c1)OCO2,-4,4,-0.7,-1.8,0,-1.2,0.7,-1,1.4,-1.4,1.7
O=C1C=C(c2cc(F)ccc2F)C[C@@H](c2ccc(F)cc2)C1,-1,3,-0.7,-1.4,1,-1.3,0.2,1,-1.0,0.4,-0.2
Cc1ccc(OCCn2cnc3c(N)ncnc32)cc1,-3,7,-0.1,-1.4,5,-0.4,-1.6,1,1.7,8.0*,0.4
CC1CCN(C(=O)Cn2nnc(-c3ccc(N)cc3)n2)CC1,-4,3,-0.2,-0.8,-1,-0.4,0.9,-5,-1.8,1.0,-1.3
Cc1cc(Cl)ccc1OCc1nc(-c2ccc(O)cc2)n[nH]1,-5,-31,-0.6,-1.5,-2,-0.7,-0.2,1,3.9,-2.1,-0.2
CN(C)c1ccc(C(CC(=O)c2ccccc2)C2CCCCC2=O)cc1 (stereo unspecified),0,1,0.0,-0.7,-1,-0.7,-0.2,0,1.2,1.4,-0.9
COc1cccc(C(=O)NCc2cccnc2)c1,-6,6,-0.3,-1.4,-1,-1.3,0.1,0,-0.2,2.7,-0.7
Cc1c(C(=O)NCCc2ccc3c(c2)OCCO3)oc2ccccc12,2,0,0.7,-1.5,-1,-0.4,0.3,-3,-1.2,2.4,-2.2
CCC(C)(C(=O)NC1CCCC1)N(C(=O)CC1NC(=O)NC1=O)c1ccc(C)cc1 (stereo unspecified),-6,3,0.0,-0.5,-5,-0.4,1.9,3,2.1,0.3,0.1
O=C(NC1CCN(Cc2ccccc2)CC1)C1COc2ccccc2O1 (stereo unspecified),1,-6,-0.8,-1.1,-2,-2.8,-0.1,0,-0.8,2.2,-0.9
Cc1nccn1-c1ccc(C(F)(F)F)cc1NC=O,1,-1,0.1,-1.6,1,0.9,1.1,-1,-0.5,-3.2,-1.8
O=C(CCN1C(=O)c2ccccc2C1=O)Oc1ccc2ccccc2c1,0,2,0.4,-0.7,-1,-0.3,1.1,3,1.4,2.6,0.5
CCOc1cc(C)c(S(=O)(=O)Nc2ccc(Cl)cn2)cc1C,3,-15,0.3,-1.1,1,-0.8,0.9,-5,-1.4,1.6,-0.7
CN(C)/C=N/C1=C(C#N)C(c2ccc(Br)cc2)c2ccc3ccccc3c2O1 (stereo unspecified),1,0,1.2,-0.5,4,4.4,1.4,-108,4.3,1.7,-0.6
CC1CC(=O)N(c2ccc(NCCc3ccc(O)cc3)c([N+](=O)[O-])c2)C1=O (stereo unspecified),19*,-15,-2.3,-1.6,0,-1.9,-1.2,1,0.9,0.9,-0.4
Cc1ccc(C(=O)NCCSc2ccc(Cl)cc2)cc1S(=O)(=O)Nc1ccccc1,4,-54,-1.5,-2.4,-4,-1.5,-1.2,5,-1.7,1.4,-0.4
CN1CCc2c(C#N)c(N3CCCCC3)nc(NCc3ccccc3)c2C1,-2,-9,0.0,-1.3,0,-0.1,-0.1,-233,2.0,-0.5,-0.4
COc1ccc(N2C(=O)CC(N3CCN(S(=O)(=O)c4c(F)cccc4F)CC3)C2=O)cc1OC (stereo unspecified),3,-5,-0.8,-0.9,2,-0.5,0.6,1,0.2,1.5,0.8
O=C(O)c1ccc(CNCc2cccc(Oc3ccccc3)c2)cc1,1,-4,0.4,-1.0,-2,0.9,0.5,-3,1.0,3.3,-1.4
COc1ccc(CNC(=O)c2cc(C3CC3)nc3c2cnn3C(C)C)cc1,-2,-3,-1.9,-1.4,1,-0.7,0.7,-14,0.3,0.7,-0.5
CCn1cc(C(=O)OC)c(=O)c2ccc(C)nc21,7,8,-0.4,-1.6,-5,0.0,0.9,-5,-0.3,0.8,-0.6
COc1ccc(CC(=O)N(C)CC(=O)Nc2ccccc2SC)cc1,1,7,-0.3,-0.6,-5,0.8,-0.3,-7,-1.1,0.8,0.4
O/N=C1/CC/C(=N\O)c2nn(-c3ccccc3)nc21,-3,5,2.0,-1.0,1,-0.1,1.0,-1,6.3,2.6,-1.7
Cc1cccc(NC(=O)c2ccc(-c3ccccc3[N+](=O)[O-])o2)c1,4,-8,-0.4,-1.8,3,-1.1,2.3,-24,0.0,2.6,0.8
Cc1cccc(C)c1NC(=O)CNC(=O)C1CCCN(C(=O)c2ccc(Cl)cc2)C1 (stereo unspecified),7,-9,-1.7,-1.2,2,-0.7,-0.4,6,-2.4,2.0,1.7
CC(Oc1ccccc1F)C(=O)NNC(=O)c1ccc(F)c(S(=O)(=O)N2CCOCC2)c1 (stereo unspecified),1,-7,0.4,-1.0,1,-1.2,-0.6,-2,0.7,0.3,-0.1
CCCc1nnc(NC(=O)CCC(=O)N2CCN(S(=O)(=O)c3ccc(C)cc3)CC2)s1,-3,1,-0.9,1.1*,-1,-1.8,-1.9,-2,-0.2,-1.0,-1.4
Cc1cc(=O)oc2cc(OCCSc3nnc(-c4ccccc4)o3)ccc12,3,19,0.6,-0.7,-3,-1.2,-0.6,-5,2.2,2.2,-0.3
CCCC(=O)NC1CCc2cc(OC)c(OC)c(OC)c2-c2ccc(OC)c(=O)cc21 (stereo unspecified),-1,8,2.0,-0.6,-3,-0.8,2.5,-3,-5.3,-0.8,0.6
COc1ccc(/C=C(/NC(=O)c2ccccc2)c2nc3ccc(Cl)cc3[nH]2)cc1OC,1,-4,-1.1,-1.2,-3,0.3,-1.5,-72,0.2,1.6,-2.5
COc1ccc2nc(NN=Cc3cccc(C)n3)cc(C)c2c1,-8,0,0.6,-0.1,4,-0.8,nt,-12,0.1,nt,-5.6
O=C(COc1ccc(S(=O)(=O)N2CCOCC2)cc1)NCCc1ccc(Cl)cc1,-1,-8,-0.3,-1.2,3,-1.8,3.1,3,0.1,1.3,-0.8
O=C(NCCN1C(=O)S/C(=C\c2cccs2)C1=O)[C@H](Cc1ccccc1)N1C(=O)c2ccccc2C1=O,8,7,-0.4,-1.1,-4,3.1,nt,5,-1.7,nt,0.6
COc1ccc(C(=O)/C=C\c2ccc(NC(=O)c3cccs3)cc2)cc1,2,1,-0.5,0.3,-2,6.5*,-2.0,-37,0.3,0.4,-2.6
Cc1ccc(S(=O)(=O)N2CCCCC2)cc1NC(=O)c1cnccn1,-4,3,0.1,-0.6,1,-0.6,0.3,1,-3.8,0.3,1.6
C=CCC[C@@H](Cc1ccc(F)cc1)C(=O)OC[C@@H](Cc1c[nH]c2ccccc12)NC(=O)[C@@H](CC=C)CC(=O)N[C@H](CO)Cc1ccccc1,2,-57,-0.6,-1.6,-1,0.0,-0.7,5,-2.4,-12,1.9
CC1(C)C2CCC1(C)C(OC(=O)c1ccccc1C(=O)O)C2 (stereo unspecified),-3,5,0.3,-1.4,-3,0.1,-0.5,-6,2.7,-1.7,-0.7
CCCNC(=O)c1ccc(COc2ccc(CCC)cc2OC)o1,0,2,-0.3,-1.1,-1,-1.1,1.0,-4,-2.4,3.0,0.1
C=CCOC(=O)C1=C(C)OC(N)=C(C#N)C1c1ccc(OC)c(CSc2ccccn2)c1 (stereo unspecified),-3,1,0.3,-1.3,-2,0.7,3.5,-4,0.7,-0.7,-1.6
Cc1ccc(CN2CCN(Cc3c(C)nn(-c4ccc(F)cc4)c3C)CC2CCO)o1 (stereo unspecified),6,-4,-0.2,-1.4,-2,0.6,-1.1,-5,-0.7,-0.3,0.0
